High-throughput results: PubChem, several laboratories
ANO1 block: TMEM16A chloride channel inhibitors, primary screen, cell-based, HTS | Anoctamin-1 (Mus musculus), Q8BHY3 | HEK293 TMEM16A/YFP iodide influx fluorescence, ionomycin | normalized B-score (activity score, 25-100; higher = stronger inhibition) at 10 µM | 310,000 compounds, 1.2% hits | AID 588511, 2011;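 active = ratio plate-corrected score three or more library SD toward inhibition, starting fluorescence score within five deviations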;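 also: score derived from kinetic fluorescence span divided by baseline fluorescence per well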
hERG protect: hERG rescue from dofetilide block, primary screen, cell-based, CHO-hERG, FluxOR thallium flux, dofetilide IC70; dofetilide IC70 present; activation (rescue from dofetilide block), less the hit threshold, % at 10 µM; 310,000 compounds, 0.51% hits; AID 1511, 2009;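 active = activation above the mean of controls blocked by dofetilide plus 5 SD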;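 also: thallium influx through hERG after potassium depolarization seen as dye fluorescence rise; in these data hits start at about 4.7%; inactives centre near -7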
KCNK9 inh: KCNK9 potassium channel inhibitors, primary screen, HEK293 cells, thallium flux. FluxOR thallium flux fluorescence; hits give low values. B-score at 10 µM. 310,000 compounds, 1.2% hits;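 active = ratio B-score over 3 SD below the library mean, with starting fluorescence within 5 SD of its mean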;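 also: negative B-score means less thallium flux so channel inhibition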
Target sequence (Q9NPC2 whole entry, looked up): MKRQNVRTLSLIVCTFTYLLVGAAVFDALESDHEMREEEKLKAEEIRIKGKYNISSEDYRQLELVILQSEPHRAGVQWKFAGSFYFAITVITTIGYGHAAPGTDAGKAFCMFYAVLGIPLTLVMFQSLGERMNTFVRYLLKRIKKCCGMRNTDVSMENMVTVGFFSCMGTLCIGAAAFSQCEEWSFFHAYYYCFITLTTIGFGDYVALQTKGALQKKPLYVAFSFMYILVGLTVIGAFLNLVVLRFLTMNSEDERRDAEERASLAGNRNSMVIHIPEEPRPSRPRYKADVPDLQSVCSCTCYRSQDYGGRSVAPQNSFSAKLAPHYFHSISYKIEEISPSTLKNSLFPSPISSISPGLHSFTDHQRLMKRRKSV
KCNQ1 act: potentiators or activators of KCNQ1 channel, primary screen, cell-based, thallium flux, high-throughput | B-score at 10 µM | CHO-K1 KCNQ1, thallium flux FluxOR fluorescence; hits give high values | Potassium voltage-gated channel subfamily KQT member 1 (Homo sapiens), P51787 | 310,000 compounds, 0.35% hits;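 active = fluorescence ratio B-score, a plate-corrected score, at least three library SD, with initial intensity B-score within 5 SD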
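System: Stable KCNQ1 CHO-K1 line | Incubation: 90 min dye loading and 20 min compound exposure, both at room temperature | Measure: Ratio B score | Medium: Assay buffer for compound exposure, DMSO matched across wells | Compound dosing: Single-concentration screen | Probe or stimulus: K+/Tl+ depolarizing stimulus | Measured by: Kinetic FluxOR fluorescence, 10 s baseline plus 110 s post-stimulus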
SKKanGAS inh: S. pyogenes SKKanGAS growth inhibitors in kanamycin, primary screen, streptokinase expression inhibitor project, SKKanGAS strain, BacTiter-Glo luminescence. 6 h. inhibition, % at 7.5 µM. 300,000 compounds, 1.3% hits;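 active = mean replicate score, as percent of positive control median, at least 50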;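 also: strain carries kanamycin resistance gene driven by streptokinase promoter and grows in 40 µg/ml kanamycin; loss of luminescence reflects streptokinase promoter inhibition or plain growth inhibition; 0% = median of DMSO wells and 100% = positive control at its reference dose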
TMEM16A act: TMEM16A chloride channel activators or potentiators, primary screen, cell-based, HTS | 340,000 compounds, 0.3% hits | AID 623877, 2012 | B-score at 10 µM | Anoctamin-1 (Mus musculus), Q8BHY3 | HEK293 TMEM16A/YFP-H148Q/I152L, iodide quench fluorescence; hits give low values;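 active = fluorescence-ratio B-score plate-corrected deviation score at least 3 library SD below zero, with starting fluorescence score within 5 deviations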;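 also: channel opened by trigger with iodide after compound preincubation; score built on the fluorescence ratio of max minus min over baseline; more negative score means more quench and so TMEM16A activation or potentiation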
HDAC3 inhib: HDAC3 deacetylase inhibitors, primary screen, biochemical, fluorescence, cell-free homogeneous; recombinant HDAC3, fluorogenic peptide/trypsin coupled; inhibition, % at 8.3 µM; 320,000 compounds, 0.15% hits; AID 2718, 2010; in the data active = inhibition above about 26%, passing the limit was not always enough
Target sequence (O15379 whole entry, looked up): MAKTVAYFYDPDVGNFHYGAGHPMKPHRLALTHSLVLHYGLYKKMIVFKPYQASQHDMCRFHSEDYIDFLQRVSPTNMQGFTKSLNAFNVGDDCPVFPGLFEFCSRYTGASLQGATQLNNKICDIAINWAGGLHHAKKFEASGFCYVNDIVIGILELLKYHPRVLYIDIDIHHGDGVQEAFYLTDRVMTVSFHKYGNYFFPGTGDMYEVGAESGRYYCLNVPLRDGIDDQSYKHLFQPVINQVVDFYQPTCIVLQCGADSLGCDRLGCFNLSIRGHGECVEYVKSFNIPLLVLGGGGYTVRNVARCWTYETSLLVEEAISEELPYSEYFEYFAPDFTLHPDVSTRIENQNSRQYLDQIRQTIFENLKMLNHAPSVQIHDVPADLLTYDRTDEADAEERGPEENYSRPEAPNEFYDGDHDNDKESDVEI
RGS4 inh: RGS4 inhibitors, primary screen, cell-based, HEK293 M3R inducible RGS4, calcium flux; Regulator of G-protein signaling 4 (Homo sapiens), P49798; Fluo-4 calcium flux; hits give high values; triggered by carbachol at its EC20; B-score at 10 µM; 310,000 compounds, 0.45% hits;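 active = B-score, a plate-corrected calcium signal, over three deviations above library mean, with baseline fluorescence within five deviations of library mean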;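 also: RGS4 expression induced by doxycycline in cells with stable M3 receptor; B-score is computed from the integrated fluorescence ratio over baseline after carbachol; higher B-score means a larger calcium signal and so more RGS4 inhibition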
Target sequence (P49798 whole entry, looked up): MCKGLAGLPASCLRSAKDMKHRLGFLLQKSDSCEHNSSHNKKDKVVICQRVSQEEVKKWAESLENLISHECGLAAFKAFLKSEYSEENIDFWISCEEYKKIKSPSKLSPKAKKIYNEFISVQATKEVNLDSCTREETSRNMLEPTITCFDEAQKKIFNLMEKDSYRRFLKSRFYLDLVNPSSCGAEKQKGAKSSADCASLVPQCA
KCNQ1 inh: inhibitors of human KCNQ1 channel, primary screen, cell-based, thallium flux, high-throughput. Potassium voltage-gated channel subfamily KQT member 1 (Homo sapiens), P51787. CHO-K1 KCNQ1, FluxOR thallium flux fluorescence; hits give high values. B-score at 10 µM. 310,000 compounds, 1.3% hits;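 active = compounds whose thallium flux B-score, printed positive for inhibition, exceeds three library SD while starting fluorescence stays within three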;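 also: channel opened by potassium depolarization with thallium stimulus after 20 min compound exposure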
RGS4 pot: RGS4 potentiators or activators, primary screen, cell-based, HEK293 M3R inducible RGS4, calcium flux | B-score at 10 µM | carbachol calcium flux Fluo4; hits give low values | 310,000 compounds, 0.92% hits;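 active = B-score of the integrated calcium signal more than 4 SD below the library mean, with starting fluorescence not abnormally high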;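 also: negative B-score means reduced calcium response which marks RGS4 activation or potentiation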
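System – HEK293 FlpIn-TREx cells, stable M3R, doxycycline-inducible RGS4 · Reagent – ECmax carbachol challenge · Times – compound preincubation 20 min at room temperature before agonist · Technique – Fluo4 fluorescence kinetic imaging of calcium · Measure – B score of integrated Fluo4 ratio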
KCNK3 inh: human KCNK3 channel inhibitors, primary screen, CHO cells, FluxOR thallium flux, B-score; Potassium channel subfamily K member 3 (Homo sapiens), O14649; FluxOR fluorescence; hits give low values; B-score at 10 µM; 340,000 compounds, 0.84% hits;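 active = B-score under library mean minus 4 SD, starting fluorescence ratio at most library mean plus 5 SD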;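 also: more negative B-score means stronger inhibition of thallium flux through KCNK3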
Starred values were filed as active, the others as inactive; i = inactive; . = not tested or not shown.

SMILES	ANO1 block	hERG protect	KCNK9 inh	KCNQ1 act	SKKanGAS inh	TMEM16A act	HDAC3 inhib	RGS4 inh	KCNQ1 inh	RGS4 pot	KCNK3 inh
Fc1cccc(CNCc2ccc3c(c2)OCO3)c1	i	-8	i	i	2	i	3	i	i	i	i
CS(=O)(=O)c1ccccc1-c1nnc(NC(=O)c2ccc(S(=O)(=O)N3CCCC3)cc2)o1	i	-3	i	i	6	i	.	i	i	i	i
Cc1cc(=O)oc(C)c1C(=O)NC1CC(C)(C)NC(C)(C)C1	i	-6	i	i	0	i	-4	i	i	i	i
Cc1ccc(S(=O)(=O)N2CCC(=O)N(CCOC(=O)Nc3ccc(F)cc3)CC2)cc1	i	-11	i	i	-6	i	1	i	i	i	i
NNC(=O)CCN1CCN(Cc2ccccc2)CC1	i	-8	i	i	1	i	9	i	i	i	i
Cc1ccc(CN(C(=O)c2c(F)cccc2F)C2CC(C)(C)NC(C)(C)C2)o1	i	-10	i	i	-3	.	3	i	i	i	i
O=C(CN1CCOCC1)NNC(=S)Nc1ccc(Cl)cc1	i	-15	i	i	-6	i	0	i	i	i	i
Cc1cc(Cl)c(S(=O)(=O)NCc2cccnc2)cc1OCC(=O)NC1CCCCC1	i	-11	i	i	5	i	-3	i	i	i	i
CCNC(=O)Nc1ccccc1C(=O)OC	i	-9	i	i	3	i	3	i	i	i	i
O=c1c2ccccc2nc(/C=C/c2ccccc2)n1CCCO	i	-7	i	i	-1	i	-4	i	i	i	i
CCOC(=O)COc1c(C=O)cc(Br)cc1OC	i	-1	i	i	-8	i	-12	i	i	i	i
CCc1cc(-c2n[nH]c(=S)n2N)n(C)n1	i	-7	i	i	-3	i	-2	i	i	i	i
COCCn1c(-c2ccc(Cl)cc2)cnc1SCC(=O)NCCc1ccc(OC)c(OC)c1	i	-4	i	i	-1	i	1	i	i	i	i
CSc1ccc(C(=S)N2CCN(C)CC2)cc1	i	0	i	i	9	i	5	i	i	i	i
O=C(Cc1cccs1)Nc1ccc(-c2nnn(CC(=O)N3CCOCC3)n2)cc1	i	-4	i	i	1	.	.	i	i	i	.
CCOC(=O)C1CCN(C(=O)Cc2ccc(OC)c(OC)c2)CC1	i	-5	i	i	-12	i	-3	i	i	i	i
O=C(CC(c1ccc(F)cc1)c1ccco1)Nc1nccs1 (configuration not stated)	i	-7	-8.1*	i	-3	i	5	i	i	i	-11*
CC(C)(NC(=O)c1cc(Cl)c2ccccc2c1O)C(=O)O	i	-3	i	i	-4	i	-21	i	i	i	i
CCc1ccc(-n2c(=S)sc3c(=O)n(-c4ccccc4C)c(SCC(=O)O)nc32)cc1	i	-4	i	i	7	i	5	i	i	i	i
COc1ccc(/C(C)=N/NC(=O)CNC(=O)c2cccnc2)cc1OC	i	-3	i	i	3	.	-3	i	i	i	i
CC(=O)C1=C(O)CCCC1=NCc1nc2ccccc2[nH]1	i	-10	i	i	1	i	3	i	i	i	i
O=C1c2ccccc2C(=O)N1S(=O)(=O)c1ccccc1	i	-6	i	i	-2	i	-5	i	i	i	i
COC(=O)c1sccc1NC(=S)N1CCCCC1C (configuration not stated)	i	-14	i	i	-8	i	3	i	i	i	i
CC(C)c1nc2ccccc2c2nnc(SCC(=O)NCc3ccco3)n12	i	-9	i	i	.	i	-1	i	i	i	i
O=C(Cn1nnc(-c2ccccc2)n1)Nc1ccccc1N1CCOCC1	i	-3	i	i	-12	i	-3	i	i	i	i
Cc1ccc(C(=O)NCCCNC(=O)c2ccco2)cn1	i	-2	i	i	0	i	-4	i	i	i	i
ONC(=Nc1ccc(Cl)cc1)c1ccc(Cl)cc1	i	-5	i	i	1	i	6	i	i	i	i
O=C(Nc1cccc(C(=O)N2CCOCC2)c1)c1ccccc1	i	-18	i	i	-4	i	-3	i	i	i	i
COC(=O)C1=C(C(=O)OC)SC(=C2C(=S)C(C)(C)N(C(=O)C3CC3)c3ccccc32)S1	i	-2	i	i	11	i	5	i	i	i	i
CCOc1ccc(-c2nnc3sc(COc4ccc(C)cc4)nn23)cc1	i	-11	i	i	6	i	1	i	i	i	i
Clc1ccc(Cn2ncc3c(N4CCCCC4)ncnc32)c(Cl)c1	i	-5	i	i	5	i	-5	i	i	i	i
CCCN1CCC(=O)N([C@H](CSc2ccc(C)cc2)Cc2ccccc2)CC1	.	-14	i	i	5	i	.	i	i	i	i
CCNC(=S)N(CCN(C)C)Cc1cc2cc(OCC)ccc2[nH]c1=O	i	-8	i	i	-2	i	-4	i	i	i	i
Cc1sc2ncnc(N3CCC(C(=O)Nc4ccc(C#N)cc4)CC3)c2c1C	i	-11	i	i	8	i	6	i	i	i	i
CCNc1nc(NCC)nc(N/N=C/c2ccc(O)c(O)c2)n1	i	-8	i	i	-3	i	11	i	i	i	i
CC(C)(C)c1ccc(C(=O)NCC(=O)OCCN2C(=O)c3ccccc3C2=O)cc1	i	-14	i	i	-2	i	4	i	i	i	i
Cc1ccc2cc(CN(C(=O)c3ccco3)c3cccc(C)c3C)c(=O)[nH]c2c1	i	-1	i	i	-1	i	-4	i	i	i	i
O=C(O)C1Nc2ccc(Br)cc2C2C=CCC12 (configuration not stated)	i	-5	i	i	10	i	7	i	i	i	i
Nc1cc(C(=O)OCC(=O)NCC2CCCO2)ccc1Cl (configuration not stated)	i	1	i	i	-9	i	-3	i	i	i	i
O=C(NCC1CCCO1)C(c1ccc(F)cc1)N(CC1CCCO1)C(=O)c1ccc(-c2ccccc2)[nH]1 (configuration not stated)	i	-1	i	i	9	i	3	i	i	i	i
Cc1cccc(N(C)C(=O)COc2cc(=O)n(C)c3ccccc23)c1	i	-8	i	i	-10	i	-5	i	i	i	i
CN(C)CCCOC(=O)c1ccc(Cl)cc1	i	4.8*	i	i	0	i	1	i	i	i	i
CC(OC(=O)C(NC(=O)c1ccco1)C(C)C)C(=O)Nc1ncc(Cl)cc1Cl (configuration not stated)	i	-7	i	i	-3	i	0	i	i	i	i
Cn1cccc1C(=O)NNC(=O)COc1ccc(Br)cc1	i	-5	i	i	-5	i	4	i	i	i	i
CCOc1ccc(C(=O)c2ccc([N+](=O)[O-])cc2Cl)cc1	i	-6	i	i	1	i	0	i	i	i	i
C/C(N)=C(/C#N)C(=O)COC(=O)CSc1ccc2ccccc2c1	i	-3	i	i	1	i	-3	i	i	i	i
CC(Oc1ccc([N+](=O)[O-])cc1Cl)C(=O)Nc1ccc(C(N)=O)cc1 (configuration not stated)	i	-5	i	i	2	i	0	i	i	i	i
Cc1ccc(C2=NN(S(C)(=O)=O)C(c3ccc4c(c3)OCO4)C2)cc1 (configuration not stated)	i	-9	i	i	2	i	-4	i	i	i	i
Clc1ccc2c(N/N=C/c3cccnc3)ccnc2c1	i	-18	i	i	-23	i	-4	i	i	i	i
FC(F)(F)c1cnc(Oc2ccc(-c3nnco3)cc2)c(Cl)c1	i	-14	i	i	-7	i	4	i	i	i	i
O=C(Nc1cc(Cl)ccc1Cl)N1CCCC1	i	-5	i	i	-4	i	-5	i	i	i	i
O=C(NNC(=O)C1CCN(S(=O)(=O)c2ccc(Cl)cc2)CC1)c1ccc(S(=O)(=O)N2CCCCC2)cc1	i	-1	i	i	5	i	-6	i	i	i	i
COc1ccc(NC(=O)c2ccccc2SC)cc1	i	1	i	i	-10	i	-1	i	i	i	i
CCCn1c(N)c(N(CCOC)C(=O)Cc2ccc(S(=O)(=O)N3CCOCC3)s2)c(=O)[nH]c1=O	i	-11	i	i	-1	i	0	i	i	i	i
COc1cccc(-c2cc(C(=O)NC3CC3)c3ccccc3n2)c1	i	-12	i	i	-2	i	7	i	i	i	i
CCCCn1nnnc1SCC(=O)Nc1ccc2c(c1)OCO2	i	-11	i	i	22	i	-10	i	i	i	i
CCN=C(NCC)SC1CC(=O)N(c2ccc(F)cc2)C1=O (configuration not stated)	i	-29	i	i	0	i	6	i	i	i	i
CCC(C)[C@H]1CNCCN1CCc1cc(C(F)(F)F)cc(C(F)(F)F)c1 (some centres not stated)	i	-12	i	i	5	i	3	i	i	i	i
CC1=NN(C(=O)Cc2ccc([N+](=O)[O-])cc2)C(O)(C(F)(F)C(F)(F)F)C1 (configuration not stated)	i	-17	i	i	-7	i	9	i	i	i	i
Cc1cc(C)cc(N(CC(=O)NCC2CCCO2)C(=O)CCC(=O)Nc2nccs2)c1 (configuration not stated)	i	-5	i	i	-5	i	-9	i	i	i	i

(further entries)
SMILES	ANO1 block	hERG protect	KCNK9 inh	KCNQ1 act	SKKanGAS inh	TMEM16A act	HDAC3 inhib	RGS4 inh	KCNQ1 inh	RGS4 pot	KCNK3 inh
CCC(=O)c1ccc(OCc2ccc(C(=O)OC)cc2)c(OC)c1	i	-9	i	i	0	i	6	i	i	i	i
COc1cccc(OC)c1C(=O)Nc1ccccc1C(=O)N1CCOCC1	100*	-9	i	i	0	i	3	i	i	i	i
CC1(C)CC(=O)C(C(N)=NC(=O)c2ccccc2)=C(O)C1	i	-14	i	i	-2	i	-2	i	i	i	i
COC(=O)CC1=NN(c2nc(C)cc(C)n2)C(=O)C1	i	3	i	i	5	i	-1	i	i	i	i
CC(C)c1ccc(NC(=S)NN(c2ccccc2)c2ccccc2)cc1	i	-6	i	i	-20	i	15	i	i	i	i
CN(Cc1c(C(=O)N/N=C/c2ccccc2)nnn1-c1nonc1N)C1CCCCC1	i	-5	i	i	7	i	-3	i	i	i	i

No enrichment for hits; any-hit rate near 6.3%.
